# Screens: PubChem, several laboratories
# M. tuberculosis GlmU: inhibition of mycobacterial GlmU enzyme – biochemical, glucosamine-1-phosphate acetyltransferase (AID 1376) | 220,000 tested, 0.25% active | M. tuberculosis GlmU acetyltransferase enzyme assay; higher % means a stronger effect | one-dose inhibition, %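 (tested at 30 µM in the primary screen)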; IC50 in µM for titrated hits; in the data active = inhibition above about 13%;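 note: 0% = complete reaction with vehicle and 100% = reaction without substrate; strong numbers were not always called active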
# Mtb RmlCD inh: blocks M. tuberculosis RmlC and RmlD coupled enzymes; P9WH09+P9WH11; RmlC+RmlD coupled enzyme assay, percent inhibition; primary screen in compound mixtures; inhibition, % at 3.6 µM; 160,000 tested, 0.03% active; AID 1533; in the data active = inhibition mostly above about 34%, no sharp cut-off; note: some results filed as inactive read as strong as hits
# Target sequence (P9WH09 whole entry, looked up): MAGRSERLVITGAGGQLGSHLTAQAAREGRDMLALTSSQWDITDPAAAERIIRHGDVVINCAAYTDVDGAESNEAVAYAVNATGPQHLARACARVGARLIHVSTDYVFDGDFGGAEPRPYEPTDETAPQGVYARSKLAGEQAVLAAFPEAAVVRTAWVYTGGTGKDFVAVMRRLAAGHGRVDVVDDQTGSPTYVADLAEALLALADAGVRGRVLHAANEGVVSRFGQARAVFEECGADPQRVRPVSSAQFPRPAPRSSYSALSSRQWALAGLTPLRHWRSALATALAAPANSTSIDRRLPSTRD
# Target sequence (P9WH11 whole entry, looked up): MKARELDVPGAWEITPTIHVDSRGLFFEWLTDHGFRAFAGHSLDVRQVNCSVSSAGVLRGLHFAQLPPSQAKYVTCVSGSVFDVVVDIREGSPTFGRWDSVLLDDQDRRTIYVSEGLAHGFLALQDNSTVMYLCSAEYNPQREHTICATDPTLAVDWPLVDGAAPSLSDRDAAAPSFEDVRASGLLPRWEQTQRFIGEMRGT
# * hit, by the source's call; · = no result given. These rows are one share of the data; the hit share may differ from the screen's.
SMILES	Mtb RmlCD inh	M. tuberculosis GlmU
Cc1cccc(OCC(=O)Nc2cc(C)c(C)cc2O)c1	3.2	5.8%
COc1ccc(Cl)cc1C(=O)NNC(=O)c1cccnc1	-10.6	7.6%
COc1cc(C(=O)N2CCN(c3ccc([N+](=O)[O-])cc3)CC2)ccc1OCc1c(C)noc1C	6.3	-3.7%
O=C(CN1CCOCC1)N/N=C/c1ccc(C(=O)O)cc1	-5.8	-3.4%
Cc1ccc(N(C)S(=O)(=O)c2cccc(C(=O)Nc3nnc(C4CC4)s3)c2)cc1	9.5	0.3%
CCOCCCN(Cc1cc2cc(C)cc(C)c2[nH]c1=O)C(=O)N(CC)CC	5.0	-1.8%
O=C(O)/C=C/C(=O)Nc1ccc(Oc2ccc(NC(=O)/C=C/C(=O)O)cc2)cc1	-17.2	12.4%
CN(C=O)CP(=O)(O)CN(C)C=O	10.0	-4.2%
CC(C)(C)OC(=O)c1c(N)n(Cc2ccco2)c2nc3ccccc3nc12	5.7	5.4%
Cc1cc(N2CCC(C)CC2)nc2ccc(N3C(=O)CCC3=O)cc12	7.9	-3.4%
CCn1cc(C(=O)OCC(=O)Nc2cccc(Cl)c2Cl)c(=O)c2ccc(C)nc21	-0.9	9.0%
CCNC(=S)N/N=C/c1ccccc1[N+](=O)[O-]	-10.5	4.1%
CCOc1ccc(NC(=O)c2ccc(NC(=S)NC3CCCCC3)cc2)cc1	17.7	-4.0%
Cc1cc(NS(=O)(=O)c2ccc(Br)s2)no1	·	1.8%
O=C(NCCc1ccccn1)C(F)(F)C(F)(F)C(F)(F)C(F)(F)C(F)(F)C(F)(F)C(F)(F)C(F)F	37.2	0.9%
O=C(NCCCc1ccccc1)N1CCOCC1	·	7.5%
Cc1cnc(C)c(N2CCN(Cc3nc(-c4ccccc4)no3)CC2)n1	3.9	-3.9%
COc1cc(CNCCSc2nnnn2C)cc(Br)c1OCc1ccccc1F	-2.0	0.4%
O=C(OCCN1CCCCC1)c1cc2ccccc2o1	-7.1	3.0%
COc1cccc(C(=O)N2CCN(C3CCC(c4ccccc4)CC3)CC2)c1OC (stereo not given)	13.5	0.3%
CCn1c(O)c(/C=C2\C=NN=C2c2ccccc2)sc1=S	-11.8	-0.7%
COc1ccccc1N(CC(N)=O)S(=O)(=O)c1ccc(C)cc1	-6.5	0.6%
Cn1c(SCC(=O)N/N=C/c2ccc([N+](=O)[O-])s2)nnc1-c1ccccc1	·	3.0%
Cc1noc(C)c1C(=O)NCc1ccccc1	6.6	-7.0%
Cc1cccc(-n2ccnc2CN2CCC(CO)(Cc3ccccc3)CC2)c1	-19.5	0.7%
CCn1c(O)c(N=NC2=NC(=O)CS2)c2cc(C)ccc21	·	-0.7%
CC(=O)Nc1cccc(/C(C)=N/NC(=O)c2ccccc2Cl)c1	90.1	-3.7%
Cn1c(=O)c2c(nc(CN3CCN(c4ccccc4)CC3)n2Cc2c(F)cccc2Cl)n(C)c1=O	·	-4.2%
CC(=O)Nc1ccc(C(=O)N(C)C(C(=O)Nc2ccc(C)cc2)c2ccccn2)cc1 (stereo not given)	40.7	-6.2%
C[C@@H](C(=O)NCc1ccccc1)[C@@H]1C[C@@]1(C)[C@@H](NC(=O)OCc1ccccc1)c1ccccc1	·	-0.7%
Cc1cc(OCC(=O)Nc2ccncc2)c(C)cc1Br	·	-2.5%
COc1ccccc1CC(=O)Nc1ccc([N+](=O)[O-])cc1O	·	-2.1%
CCCC(=O)NCc1ccccc1Cl	6.9	-0.1%
COc1ccc(Cn2nnnc2C(c2ccccc2Cl)N2CCN(C3CCCC3)CC2)cc1 (stereo not given)	-4.1	-1.3%
COc1ccc(C(C(=O)Nc2ccc(C(C)C)cc2)N(Cc2ccco2)C(=O)CC2NC(=O)NC2=O)cc1 (stereo not given)	3.2	1.3%
COc1ccc(CC(=O)N2CC3(C)CC2CC(C)(C)C3)cc1 (stereo not given)	3.7	-0.6%
CC(C)c1ccc(N2C(=O)CSC23C(=O)N2CCCc4cccc3c42)cc1 (stereo not given)	8.2	-2.5%
Cc1ccc(S(=O)(=O)n2nccc2-c2c(-c3ccccc3)noc2C)cc1	-9.0	-1.4%
CCCCCCC1CC(/C(C)=N\NC(N)=O)OC1=O (stereo not given)	·	2.5%
Cc1ccc(S(=O)(=O)Oc2ccccc2N2C(=O)C3CC=CCC3C2=O)cc1 (stereo not given)	·	9.7%
COC(=O)c1sc2nc(C)c([N+](=O)[O-])c(C)c2c1N	8.1	7.6%
CC(C)(C)C(=O)Nc1nnc(-c2ccncc2)o1	-4.3	-3.1%
Cc1cc(NC(=O)CN2CC3CC(C2)c2cccc(=O)n2C3)nc2c1c(=O)oc1ccccc12 (stereo not given)	·	0.7%
CC1CCCCN1C(=O)CSc1nnc(Cc2ccccc2)n1C (stereo not given)	·	-6.2%
COc1ccc(S(=O)(=O)N2CCN(C(=O)c3c(C)nn(-c4ccccc4)c3Cl)CC2)cc1	1.3	1.4%
COc1ccc(/C=C(\C#N)C(=O)NCCCn2ccnc2)cc1	8.5	-4.3%
O=C(/C=C/c1cccc(F)c1)c1ccc(N2CCOCC2)cc1	11.1	-1.7%
Cc1ccc(S(=O)(=O)NCC(=O)OCC(=O)NCc2ccc(F)cc2)cc1	7.8	-3.8%
COc1cccc(C(=O)NN2CC(O)=C(c3nc(C)cs3)C2=N)c1	10.2	-2.6%
CCn1c(SCC(=O)Nc2cc(C)on2)nnc1-c1ccco1	8.2	3.2%
O=C1c2cccc3cc(Br)cc(c23)C(=O)N1Nc1ccc(Br)cc1	-5.8	-1.4%
CCOC(=O)c1cnc2nc(Cc3ccccc3)[nH]n2c1=O	·	1.0%
Cc1ccccc1-c1nnc(-c2cccs2)o1	-8.5	-6.7%
CC(=O)c1ccc(NC(=S)NCc2ccco2)cc1	·	0.5%
O=C(C[n+]1cccc(CNC(=O)c2ccc(OC(F)F)cc2)c1)c1ccccc1	·	-4.1%
O=C(Cc1nc2ccccc2[nH]1)c1ccc([N+](=O)[O-])cc1	7.8	-3.7%
[O-]c1n[n+](-c2ccc(Cl)cc2)cc2ccccc12	2.8	-1.2%
Cc1cc(C)n(S(=O)(=O)c2ccc3ccccc3c2)n1	·	-2.6%
Cc1[nH][nH]c(=O)c1C(c1ccc(-c2cccc(C(=O)O)c2)o1)c1c(C)[nH][nH]c1=O	9.8	12.0%
Cc1cc(NCCO)nc(-n2nc(C)cc2C)n1	·	4.6%

# Pulled one by one from the entries so far, 6 records:
SMILES	Mtb RmlCD inh	M. tuberculosis GlmU
COc1ccc(CC(=O)N2CC3(C)CC2CC(C)(C)C3)cc1 (stereo not given)	3.7	-0.6%
COC(=O)c1sc2nc(C)c([N+](=O)[O-])c(C)c2c1N	8.1	7.6%
COc1ccc(C(C(=O)Nc2ccc(C(C)C)cc2)N(Cc2ccco2)C(=O)CC2NC(=O)NC2=O)cc1 (stereo not given)	3.2	1.3%
Cc1cc(NCCO)nc(-n2nc(C)cc2C)n1	·	4.6%
CCOC(=O)c1cnc2nc(Cc3ccccc3)[nH]n2c1=O	·	1.0%
Cc1cc(NC(=O)CN2CC3CC(C2)c2cccc(=O)n2C3)nc2c1c(=O)oc1ccccc12 (stereo not given)	·	0.7%

# Later entries.
SMILES	Mtb RmlCD inh	M. tuberculosis GlmU
O=C(NCCCN1CCOCC1)C(Cl)(Cl)Cl	-4.3	2.2%
COc1ccc(-n2cc(-c3ccccc3)[nH]c2=S)cc1	8.6	2.7%
Cc1ccc(C(=O)c2ccccc2C(=O)OCC(=O)Nc2ccc(SC(F)F)cc2)cc1	-9.6	-1.7%
FC(F)(F)c1cccc(NC(=S)NCc2ccc(Cl)cc2)c1	7.1	-3.1%
NC(=O)CCCc1nc(-c2ccccc2Cl)no1	·	2.4%
O=c1cc(-c2ccccc2)[nH]c2nc3ccccc3n12	0.3	5.2%
CN(C)S(=O)(=O)c1cccc(C(=O)Nc2cc(Cl)ccc2O)c1	12.3	0.7%
C=CCN(c1ccccc1)S(=O)(=O)c1c(C)[nH]c(=O)[nH]c1=O	11.6	-5.8%
C=CCOC(=O)C1=C(C)Nc2nc3ccccc3n2C1c1ccncc1 (stereo not given)	10.2	0.6%
CN=c1scc(-c2ccc([N+](=O)[O-])cc2)n1/N=C/c1ccco1	-1.3	-0.8%
COc1ccc(-c2nnc3n2N=C(C)CS3)cc1OC	7.4	-1.0%

# A different layout for some results above.
> COc1ccc(-n2cc(-c3ccccc3)[nH]c2=S)cc1
  Mtb RmlCD inh: 8.6 | M. tuberculosis GlmU: 2.7%

> Cc1ccc(C(=O)c2ccccc2C(=O)OCC(=O)Nc2ccc(SC(F)F)cc2)cc1
  Mtb RmlCD inh: -9.6 | M. tuberculosis GlmU: -1.7%

> FC(F)(F)c1cccc(NC(=S)NCc2ccc(Cl)cc2)c1
  Mtb RmlCD inh: 7.1 | M. tuberculosis GlmU: -3.1%

# Rewritten with two lines to a compound: entries from further up
# Every second line gives: Mtb RmlCD inh | M. tuberculosis GlmU
- CCCCCCC1CC(/C(C)=N\NC(N)=O)OC1=O (stereo not given)
 : · | 2.5%
- NC(=O)CCCc1nc(-c2ccccc2Cl)no1
 : · | 2.4%
- CCn1cc(C(=O)OCC(=O)Nc2cccc(Cl)c2Cl)c(=O)c2ccc(C)nc21
 : -0.9 | 9.0%
